Screening data (PubChem BioAssay)
aSyn UTR inh = 5' untranslated region of α-synuclein, MLPCN primary screen; alpha-synuclein 5'UTR reporter, inhibitor activity; 300,000 compounds, 0.82% hits; inhibition, % (tested at 7.5 µM); in the data active means inhibition above about 60%;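 further: H4 neuroglioblastoma cells stably carrying SNCA 5'UTR luciferase fusion; 0% = DMSO wells and 100% = positive control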
MrgX1 antagonist = blocks BAM8-22 activation of human MrgX1 receptor | 310,000 compounds, 1.3% hits | Q96LB2 | MRGX1-HEK293 calcium flux, Fluo-4, BAM8-22 antagonism; active compounds read low | AID 588676 | B-score at 10 µM;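 active means calcium-response B-score plate-corrected more than 3 library SD below zero, starting fluorescence within 5 deviations, no agonist response on first addition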;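 further: peak minus trough fluorescence over baseline after final BAM8-22 challenge near maximal dose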
Target sequence (Q96LB2 whole entry, looked up): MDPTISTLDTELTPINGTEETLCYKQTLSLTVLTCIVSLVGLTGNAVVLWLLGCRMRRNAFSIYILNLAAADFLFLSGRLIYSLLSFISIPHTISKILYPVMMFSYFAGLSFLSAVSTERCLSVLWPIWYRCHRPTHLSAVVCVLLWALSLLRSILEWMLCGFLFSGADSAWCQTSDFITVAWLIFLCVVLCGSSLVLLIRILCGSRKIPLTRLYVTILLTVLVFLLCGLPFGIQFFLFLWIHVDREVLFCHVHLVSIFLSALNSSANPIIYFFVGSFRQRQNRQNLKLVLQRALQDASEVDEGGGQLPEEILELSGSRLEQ
KLF5 inh = suppresses KLF5 promoter-driven expression. DLD-1 KLF5 promoter-luciferase reporter, luminescence. inhibition, % at 5 µM. 290,000 compounds, 0.23% hits. AID 1700;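 active means inhibition above a per-plate limit of that plate's mean compound inhibition plus 3 SD, cut at about 60% in these data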;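 further: 0% = DMSO wells and 100% = LY294002 at 200 µM; higher means less KLF5 promoter-driven luciferase light; inactives centre near -14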
HIF act = HIF pathway transcriptional activation; activation, % at 7.5 µM (by protocol); 300,000 compounds, 0.32% hits; U2OS HRE-luciferase reporter, luminescence; normalized: DMSO 0%, desferrioxamine 100%;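 active means mean activation of at least 10% of the iron chelator positive control signal, with at least half of replicates also reaching 10%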
TRPC4 inh = TRPC4 (mouse) channel inhibition; Q9QUQ5; HEK293 TRPC4beta/mu-opioid, DAMGO-evoked Fluo4 calcium flux; active compounds read low; B-score at 10 µM; 300,000 compounds, 0.39% hits; AID 2247;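 active means B-score over 3 SD under the library average, no early fluorescence shift, positive overall ratio signal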
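System: stable TRPC4beta/mu-opioid receptor HEK293 cells; Dosing: single-point compound dosing; Measured by: Fluo4 Ca2+ flux fluorescence; Read-out basis: per-well B score of integrated baseline-normalized Fluo4 ratio.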
TRPC4 PAM = allosteric potentiators of mouse TRPC4 channel; Q9QUQ5; HEK293 TRPC4beta/mu-opioid, DAMGO EC20, Fluo-4 Ca2+ flux; active compounds read high; B-score at 10 µM; 310,000 compounds, 0.42% hits; AID 2227;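 active means B-score of calcium response area above 5 SD of library B-scores, with initial fluorescence ratio within 5 SD of library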;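 further: B-score of integrated fluorescence ratio over time as area under calcium response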
TRPC6 inhibitor = inhibitors of mouse TRPC6 channel. HEK293-TRPC6, membrane potential dye, ACh-evoked depolarization; active compounds read low. AID 2553. 310,000 compounds, 1.1% hits. B-score at 10 µM;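 active means B-score under library mean minus 3 SD, initial fluorescence not abnormally high, positive integrated signal ratio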;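 further: B-score derived from integrated fluorescence ratio over the kinetic read; more negative B-score means stronger inhibition of depolarization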
SKKanGAS inh = inhibitors of SKKanGAS S. pyogenes growth in kanamycin (SK-promoter or general growth effect); 300,000 compounds, 1.3% hits; inhibition, % at 7.5 µM; BacTiter-Glo, 6 h; AID 1662;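 active means mean replicate score, as percent of positive control median, at least 50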;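 further: strain carries kanamycin resistance gene driven by streptokinase promoter and grows in 40 µg/ml kanamycin; loss of luminescence reflects streptokinase promoter inhibition or plain growth inhibition; 0% = median of DMSO wells and 100% = positive control at its reference dose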
TRPC4 act = opens the mouse TRPC4 cation channel | Q9QUQ5 | HEK293 TRPC4beta/mu-opioid, Fluo4 calcium fluorescence; active compounds read high | B-score at 10 µM | 310,000 compounds, 0.49% hits | AID 2237;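 active means B-score above 5 SD of library B-scores, and initial fluorescence ratio not above library mean plus 5 SD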;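 further: positive B-score marks a calcium rise read as TRPC4 activation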
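Test system: HEK293 cells stably co-expressing mouse TRPC4beta and mu-opioid receptor | Schedule: Fluo4 dye loading 45 min at room temperature, 110 s recording | Measured by: Kinetic Fluo4 calcium fluorescence, 5 s baseline at 1 Hz | Evaluation: B score of integrated ratio | Controls: Buffer (low) and maximal DAMGO (high)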
IEC-6 cytotox = IEC-6 cytotoxicity, counter-screen for KLF5 inhibitors; luminescence viability; inhibition, % at 5 µM; 290,000 compounds, 0.78% hits; AID 1825; in the data active means inhibition above about 22%;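 further: 0% = plate median of test compound wells and 100% = cytotoxic reference compound wells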
TRPC6 activator = activates the mouse TRPC6 cation channel; HEK293-TRPC6 membrane potential dye fluorescence; active compounds read high; B-score at 10 µM; 310,000 compounds, 0.13% hits; Q61143;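 active means B-score of the integrated fluorescence ratio above library mean plus 3 SD, and starting fluorescence ratio within library mean plus 5 SD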;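 further: higher score means more depolarization so channel activation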
An asterisk follows results filed as active; i = inactive; / = not tested or not shown. A portion of the library. The share of hits here may be higher or lower than overall.

Compound	TRPC4 inh	TRPC6 activator	TRPC4 PAM	IEC-6 cytotox	TRPC6 inhibitor	KLF5 inh	HIF act	TRPC4 act	MrgX1 antagonist	SKKanGAS inh	aSyn UTR inh
CC12CCC3C(CC=C4CC(O)CCC43C)C1C/C(=C\c1cccc(F)c1)C2=O (stereo unspecified)	i	i	i	-3	i	-3	-0.4	i	i	17	12
CCN(CC)C(=O)Cn1cc(C=C2C(=O)N(C)C(=O)N(C)C2=O)c2ccccc21	i	i	i	-3	i	5	-1.9	i	i	-3	-2
Cn1ncnc2c(=O)n(C)c(=O)nc1-2	i	i	i	/	i	/	-3.7	i	i	25	98*
COc1ccc2[nH]c3c(c2c1)CCN[C@H]3C	i	i	i	2	i	-7	1.7	i	i	7	-11
O=C1NC(=O)N(CCNc2ncc(C(F)(F)F)cc2Cl)C(=O)C1/C=N/OCc1c(F)cccc1Cl (stereo unspecified)	i	i	i	6	i	-6	-0.4	i	i	2	-1
CCc1ccc(CNCCc2ccccc2F)cc1	i	i	i	-14	i	-11	-2.3	i	i	-2	2
CC(=O)Nc1ccc(C2CN(C)CC2C(=O)c2ccc(Cl)cc2)cc1 (stereo unspecified)	i	i	i	5	i	-11	-0.8	i	i	5	-4
Clc1ccccc1CN1CCNCC1	i	i	i	1	i	5	0.2	i	i	3	9
COC(=O)[C@@]1(C#N)[C@@H]2C=CC(C(C)=O)=CN2[C@@H](C(N)=O)[C@@H]1c1ccc(F)cc1	i	i	i	-4	i	-27	0.4	i	i	4	-1
CCOP(=O)(OCC)C(c1ccccc1)N(C)C=O (stereo unspecified)	i	i	i	6	i	-12	0.0	i	i	0	-5
Cn1c(O)c(C=NCCCC(=O)O)c(=O)n(C)c1=O	i	i	i	-2	i	-34	-0.4	i	i	1	7
CCCCCCCCCCCCCCCC[N+](C)(C)C	i	i	i	/	i	/	0.9	i	i	103*	98*
COc1ccc(C(=O)CC2(CC(=O)c3ccc(OC)cc3)C(=O)N(C)C(=O)N(C)C2=O)cc1	i	i	i	3	i	-21	-0.1	i	i	5	12
CCOC(=O)c1c(N)n(CCN2CCCCC2)c2nc3ccccc3nc12	i	i	i	4	-5.9*	-6	0.0	i	i	4	-31
COC(=O)CC(NC(=S)N1CC2C[C@@H](C1)Cn1c2cccc1=O)C(=O)OC (stereo partly specified)	i	i	i	2	i	-27	-1.1	i	i	1	-7
CCCCn1c(O)c(/C=C/C=Nc2ccccc2)c(=O)[nH]c1=O	i	i	i	5	i	0	/	i	i	1	-23
CC1(C)CC(=O)C(C2(O)C(=O)NC(=O)NC2=O)=C(O)C1	i	i	i	3	i	-15	0.0	i	i	-10	-8
O=C1OC(c2ccc(Cl)cc2)=N/C1=C\N1CC2CC(C1)c1cccc(=O)n1C2 (stereo unspecified)	i	i	i	4	i	-12	-0.1	i	i	-6	26
Fc1ccc(C2=CCN(C(c3ccc(Cl)cc3)c3nnnn3Cc3ccccc3)CC2)cc1 (stereo unspecified)	i	i	i	-4	i	-11	-0.2	i	i	-8	-4
O=C(O)[C@@H]1C[C@H]1[C@@H](NP(=O)(c1ccccc1)c1ccccc1)c1ccccc1	i	i	i	-2	i	-14	-0.4	i	i	2	-1
COc1ccc(CCn2c(O)c(C=NCc3cccnc3)c(=O)[nH]c2=O)cc1OC	i	i	i	-2	i	-1	-0.1	i	i	8	2
O=P(Nc1ccccc1)(Oc1ccccc1)Oc1ccccc1	i	i	i	0	i	-12	-0.2	i	i	8	4
N#CC(C#N)=Cc1ccc(N2CCCC2)cc1	i	i	i	5	i	-12	0.1	i	i	-1	4
O=C1NC(=O)C2(Cc3ccccc3N3CCOCC32)C(=O)N1c1ccccc1 (stereo unspecified)	i	i	i	3	i	4	0.6	i	i	-1	10
CCCCn1c(O)c(C(CC)=NCc2cccnc2)c(=O)[nH]c1=O	i	i	i	4	i	-2	0.0	i	i	-12	16
Oc1ccccc1-[n+]1c(-c2ccccc2)cc(-c2ccccc2)cc1-c1ccccc1	i	i	i	/	i	/	-1.8	i	i	-4	-20
C[n+]1ccc(-c2ccncc2)cc1	i	i	i	1	i	3	-0.5	i	i	-1	15
CC[C@H]1CN(C)CCc2c([nH]c3ccccc23)C(=O)C[C@@H]1/C(=C\OC)C(=O)OC	i	i	i	/	i	/	-0.2	i	i	-1	-3
O=C(O)c1nn(Cc2ccc(Cl)cc2Cl)c2ccccc12	i	i	i	-7	i	10	0.0	i	i	6	-1
O=c1[nH]c(=O)n(-c2ccc(F)cc2)c(O)c1C=Nc1ccccc1N1CCCC1	i	i	i	-2	i	1	0.6	i	i	1	-1
CCC(C)C12CN3CCN(CC(C)(C3)C1=O)C2 (stereo unspecified)	i	i	i	-1	i	-16	0.4	i	i	-4	-11
COc1ccccc1N1CCN(Cc2ccc3c(c2)OCO3)CC1	i	i	i	/	i	/	-0.5	i	i	4	7
O=c1c2ccccc2nc(/C=C/c2ccccc2F)n1-c1ccccc1O	i	i	i	7	i	-29	-0.3	i	i	24	-9
CCCC12CN3CN(C1)CC(CCC)(C3)C2O (stereo unspecified)	i	i	i	4	i	-22	/	i	i	-2	/
CC(=O)O[C@H]1CCC2C3CCC4=CC(=O)CCC4=C3C=C[C@@]21C (stereo partly specified)	i	i	i	-3	i	-40	-20	i	i	9	-20
CCN1CCN(c2cn[nH]c(=O)c2Cl)CC1	i	i	i	2	i	-25	0.1	i	i	-1	7
CCOc1ccc(N2C(=O)/C(=C/c3ccc(C)o3)C(=O)NC2=S)cc1	i	i	i	-10	i	0	-34	i	i	-5	-11
CN(C)C(=O)Oc1ccc(OCc2cccc[n+]2C)cc1	i	i	i	-7	i	-12	0.0	i	i	1	2
CCCCCCOc1ccc(CN2CCN(CC)CC2)cc1	i	i	i	-2	i	-78	-0.1	i	i	8	-26
CCC(=O)c1c(O)n(C2CCCCCC2)c(=O)[nH]c1=O	i	i	i	-5	i	-19	0.0	i	i	4	8
CC1CC(OC(=O)c2ccccc2)CC(C)N1C (stereo unspecified)	i	i	i	-3	i	-14	-0.1	i	i	-8	-5
CCCC(=O)c1cc(CP(=O)(OCC)OCC)oc1C	i	i	i	-1	i	-17	0.1	i	i	-5	-4
O=c1[nH]c(=O)n(-c2cccc(F)c2)c(O)c1/C=C1\C=Nc2ccccc21	i	i	i	4	i	-30	0.4	i	i	-9	-9
FC(F)(F)c1ccccc1NC1=NCCCS1	i	i	i	10	i	-12	-1.0	i	i	0	-8
O=C1OC(c2ccc(Br)cc2)=N/C1=C\N1CC2CC(C1)c1cccc(=O)n1C2 (stereo unspecified)	i	i	i	10	i	18	0.4	i	i	4	22
Cc1oc(-c2ccccc2)nc1CN1C(=O)CN=C(c2ccccc2)c2ccccc21	i	i	i	5	i	15	-0.4	i	i	8	15
O=C(C1CCC(=O)N1C1CCCCC1)N1CCC2(CC1)OCCO2 (stereo unspecified)	i	i	i	-4	i	-4	-0.3	i	i	-3	-5
COc1cccc(CNCCc2ccc(F)cc2)c1	i	i	i	4	i	-31	-1.1	i	i	0	-8
CNP1(NC)=NC(C(F)(F)F)=NC(C(F)(F)F)=N1	i	i	i	-10	i	-5	-0.1	i	i	7	0
O=[N+]([O-])c1ccc(N2CCOCC2)c2ccncc12	i	i	i	0	i	-41	-1.2	i	i	-5	-12
CSc1ccc(C(=O)C2CCCN(CCCn3cccn3)C2)cc1 (stereo unspecified)	i	i	i	-3	i	-33	-0.6	83*	i	-3	9
CC(C)N1CCN(c2ccc(O)cc2)CC1	i	i	i	-18	i	-20	-0.4	i	i	0	33
Cc1cccc(-c2nc3ccc(C(=O)N4CCC5(CC4)OCCO5)cc3nc2-c2cccc(C)c2)c1	i	13*	i	-14	-7.3*	-26	0.1	i	i	15	0
CCc1cccc2c(C#N)cn(CC(=O)N3CCOCC3)c12	i	i	i	-1	i	-30	-0.1	i	i	7	7
O=C(c1ccc(C(F)(F)F)cc1)C1CCCN(Cc2ccncc2)C1 (stereo unspecified)	i	i	i	4	i	-5	-0.7	51*	i	-4	-3
c1ccc2c(CCNCc3ccc4c(c3)OCO4)c[nH]c2c1	i	i	i	6	i	-28	2.8	i	i	-4	-16
CN1C(=O)C(C2(C#N)CCCCC2)C(=O)N(C)C1=O	i	i	i	-1	i	-13	0.2	i	i	-1	3
CCOc1ccc(NC(=O)N2C[C@H]3C[C@@H](C2)c2cccc(=O)n2C3)cc1	i	i	i	0	i	-16	-0.2	i	i	2	14
O=C(c1ccco1)c1cn(Cc2ccc(Cl)cc2)c2ccccc12	i	i	i	-6	i	-41	1.4	i	i	29	-27
CCOc1ccc(N=Cc2c(O)n(Cc3ccccc3)c(=S)[nH]c2=O)cc1	i	i	i	-3	i	-19	0.2	i	i	27	-16
COc1ccccc1N1C(=O)NC(=O)C2(Cc3cc(C)ccc3N(C)C2)C1=O (stereo unspecified)	i	i	i	6	i	-8	-0.6	i	i	5	-28
C/C(=N\N1CCCCCC1)c1c(O)n(C)c(=O)n(C)c1=O	i	i	i	4	i	-12	-0.9	i	i	2	22

Sorted by number of heavy atoms (largest number first): three of the compounds above
Compound	TRPC4 inh	TRPC6 activator	TRPC4 PAM	IEC-6 cytotox	TRPC6 inhibitor	KLF5 inh	HIF act	TRPC4 act	MrgX1 antagonist	SKKanGAS inh	aSyn UTR inh
CCOc1ccc(N2C(=O)/C(=C/c3ccc(C)o3)C(=O)NC2=S)cc1	i	i	i	-10	i	0	-34	i	i	-5	-11
CCC(=O)c1c(O)n(C2CCCCCC2)c(=O)[nH]c1=O	i	i	i	-5	i	-19	0.0	i	i	4	8
CCCC12CN3CN(C1)CC(CCC)(C3)C2O (stereo unspecified)	i	i	i	4	i	-22	/	i	i	-2	/
